BAZ2B inh: blocks human BAZ2B. Q9UIF8. AlphaScreen BAZ2B-H3K14Ac peptide displacement. Potency, µM (doses to about 114 µM), without a hit: at the highest dose activity change, negative = inhibition, usual class: inhibitors. 360,000 tested, 4.4% active; further: on the % scale 0 is the no-effect control and ±100 the full control effect; nearly all actives have a fitted effect of over 60% in size
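Multi-concentration screen (max 110 uM) measuring displacement of acetylated histone H3 peptide from BAZ2B by AlphaScreen, using 50 nM protein, 50 nM peptide and 10 ug/mL streptavidin donor plus Ni-chelate acceptor beads.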
APEX1 inh: APE1 (human) endonuclease inhibition. P27695. recombinant APE1, TAMRA/BHQ-2 abasic DNA cleavage fluorescence. Potency, µM (series often up to 65.8 µM), for inactives: top-dose activity change, negative = inhibition, usual class: inhibitors. 350,000 tested, 0.35% active;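 further: plate controls were vehicle for no effect and reference inhibitor for full effect; nearly all actives have a fitted effect of over 55% in size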
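Activity was derived from the fluorescence gain between first and third kinetic reads (60 s intervals, ex 525/em 598 nm) after 50 nM THF-abasic TAMRA/BHQ-2 duplex was added to 0.75 nM APE1 preincubated 15 min with compound.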
JMJD2A Tudor inh: blocks the human JMJD2A Tudor domain | Potency, µM (highest dose often 114 µM), without a hit: at the top dose activity change, negative = inhibition, hits mostly inhibitors | AlphaScreen JMJD2A-Tudor / H3K4me3 peptide binding | O75164 | 390,000 tested, 4.4% active; further: on the % scale 0 is the no-effect control and ±100 the full control effect; nearly all actives have a fitted effect of over 50% in size
POLH inh: blocks human DNA polymerase eta activity; recombinant Pol eta, fluorescent DNA replication assay; Potency, µM (series often up to 114 µM), for the others: at the highest dose activity change, negative = inhibition, actives largely listed as inhibitors; 390,000 tested, 1.2% active; further: on the % scale 0 is the no-effect control and ±100 the full control effect
Target sequence (Q9Y253 whole entry, looked up): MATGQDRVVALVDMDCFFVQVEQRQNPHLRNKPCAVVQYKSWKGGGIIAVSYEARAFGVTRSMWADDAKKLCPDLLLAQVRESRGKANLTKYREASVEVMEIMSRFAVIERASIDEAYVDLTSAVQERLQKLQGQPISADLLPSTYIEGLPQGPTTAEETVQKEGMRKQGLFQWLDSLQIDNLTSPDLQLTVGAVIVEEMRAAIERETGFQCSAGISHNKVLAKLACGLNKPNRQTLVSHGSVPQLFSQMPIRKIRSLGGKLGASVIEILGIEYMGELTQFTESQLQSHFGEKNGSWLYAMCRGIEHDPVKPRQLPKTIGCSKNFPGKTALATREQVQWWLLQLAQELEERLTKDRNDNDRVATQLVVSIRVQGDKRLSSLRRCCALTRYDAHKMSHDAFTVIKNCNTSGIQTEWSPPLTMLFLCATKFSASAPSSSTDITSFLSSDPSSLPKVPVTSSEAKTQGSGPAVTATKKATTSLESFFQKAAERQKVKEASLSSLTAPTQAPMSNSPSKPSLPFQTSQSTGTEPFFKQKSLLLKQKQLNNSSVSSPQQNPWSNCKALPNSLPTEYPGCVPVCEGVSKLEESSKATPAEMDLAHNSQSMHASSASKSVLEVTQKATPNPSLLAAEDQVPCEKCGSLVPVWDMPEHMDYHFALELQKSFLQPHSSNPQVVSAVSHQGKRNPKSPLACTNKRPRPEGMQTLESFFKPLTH
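Pol eta (10 nM) was preincubated with compounds for 15 min at room temperature, after which fluorescent replication substrate (50 nM final) was added to start the reaction. Fluorescence was read kinetically at 0 and 10 min.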
G9a block: inhibitors of human histone lysine methyltransferase G9a; Q96KQ7; G9a H3K9 monomethylation, AlphaScreen, 2 h; Potency, µM (series often up to 102 µM), inactives show top-dose activity, negative = inhibition, actives largely listed as inhibitors; 350,000 tested, 8.8% active; further: on the % scale 0 is the no-effect control and ±100 the full control effect; nearly all actives have a fitted effect of over 75% in size
Target sequence (Q96KQ7 913-1193 limits assumed): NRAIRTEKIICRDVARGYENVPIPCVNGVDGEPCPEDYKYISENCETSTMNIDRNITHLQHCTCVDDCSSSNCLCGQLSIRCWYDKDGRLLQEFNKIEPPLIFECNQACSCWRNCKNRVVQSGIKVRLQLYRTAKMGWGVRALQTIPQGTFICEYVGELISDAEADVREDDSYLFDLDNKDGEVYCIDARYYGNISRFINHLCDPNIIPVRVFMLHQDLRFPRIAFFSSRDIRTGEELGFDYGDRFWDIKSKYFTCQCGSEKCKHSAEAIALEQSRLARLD
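Compounds were preincubated with 20 nM G9a for 15 min, after which biotinylated H3K9 peptide (500 nM) and SAM (20 uM) started a 2 h room-temperature reaction. Monomethylated product was quantified by antibody-based AlphaScreen chemiluminescence.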
BLM inh: inhibitors of human Bloom syndrome helicase BLM | recombinant BLM DNA unwinding, fluorescence dequenching | AID 2528 | 350,000 tested, 0.2% active | Potency, µM (highest dose often 56.1 µM), without a hit: top-dose activity change, negative = inhibition, most hits filed as inhibitors;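 further: plate controls were vehicle for no effect and no enzyme for full effect; nearly all actives have a fitted effect of over 35% in size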
POLB inh: blocks human DNA polymerase beta activity; P06746; Pol beta primer extension/strand displacement, fluorescence kinetic; Potency, µM (highest dose often 114 µM), inactives show top-dose activity change, negative = inhibition, actives largely listed as inhibitors; 340,000 tested, 1.3% active; further: on the % scale 0 is the no-effect control and ±100 the full control effect
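Reaction started by 50 nM substrate onto compound-treated Pol beta (10 nM, 15 min preincubation, room temperature); plates read at 0 min and 10 min. Normalized concentration-effect data fitted by four-parameter Hill equation.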
Pol kappa inh: blocks human DNA polymerase kappa activity | 400,000 tested, 0.53% active | Potency, µM (series often up to 107 µM), without a hit: top-dose activity, negative = inhibition, most hits filed as inhibitors | purified Pol kappa, fluorescent DNA synthesis assay, 10 min | AID 588579; further: on the % scale 0 is the no-effect control and ±100 the full control effect
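50 nM final substrate added after 15 min RT preincubation of 10 nM Pol kappa with compound; fluorescence read at 0 and 10 min.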
Pol iota inh: inhibitors of human DNA polymerase iota. Q9UNA4. Pol iota fluorescent replication assay, 10 min. Potency, µM (highest dose often 115 µM), for inactives: at the highest dose activity, negative = inhibition, actives largely listed as inhibitors. 390,000 tested, 1% active. AID 588590
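Fluorescent replication assay read twice, at 0 min and 10 min after adding 50 nM (final) substrate. Enzyme (10 nM) and compounds were first incubated 15 min at room temperature; enzyme-free buffer wells were negative controls.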
* = called active by the depositor; ? = inconclusive; nt = not tested or not shown; & = joins results of further samples; [ ] = dose if it differs, or a comment. The call rests on the fitted dose curve; in most records, active means well fitted curve in the direction sought with a large enough effect; inconclusive means small, poorly fitted or top-dose-only effect, or another doubt; inactive means no such curve, though single readings can be large; an effect the other way counts as inactive or inconclusive. Potency means the concentration at half of the fitted maximal effect. Only part of the results is shown, so the mix of outcomes need not match the whole.

cpd	SMILES	BAZ2B inh	APEX1 inh	JMJD2A Tudor inh	POLH inh	G9a block	BLM inh	POLB inh	Pol kappa inh	Pol iota inh
1	Cc1ccnc(NC2(C(F)(F)F)N=C(c3ccccc3)NC2=O)c1 (stereo not given)	5%	-6%	-7%	-18%	9%	0%	-13%	-1%	2%
2	CSc1nc2n(n1)C(c1cccs1)C1=C(CCCC1=O)N2 (stereo not given)	-3%	0%	-6%	-21%	3%	-2%	1%	-3%	126%[activator]
3	CC(=NCC1CCCO1)c1c(O)[nH]c(=O)[nH]c1=O (stereo not given)	7%	11%	2%	-7%	1%	-4%	23%	-12%	5%
4	CNC(=O)N(O)C1N(/N=C/c2c(F)cccc2Cl)C(=S)SC1(C)C (stereo not given)	-4%	2%	-9%	-8%	-7%[2.33 µM]	-3%	17%	-12%	-12%
5	CN(C(=O)c1cccc(Nc2ccc(-c3ccc4c(c3)OCCO4)nn2)c1)C1CCCCC1	-34%	1%	-35%	-20%	?	-6%	-24%	-14%	2%
6	COc1ccc(C(=O)OC(C)C(=O)NCC2CCCCC2)cc1S(=O)(=O)N1CCOCC1 (stereo not given)	3%	15%	-9%	-25%	26%[12.7 µM]	nt	nt	-6%	32%[activator]
7	CCOCCCn1c(SCC(=O)Nc2ccccc2OC)nc2c(oc3ccccc32)c1=O	1%	nt	-1%	-14%	7%[59 µM]	-3%	37%	11%	14%
8	COc1ccc([C@@H]2CC=C(C(=O)O)[C@H](c3ccccc3)N2S(=O)(=O)c2ccc(C)cc2)cc1OC	13%	3%	-19%	-16%	0%[2.33 µM]	nt	nt	0%	10%
9	Cc1ccccc1C(=O)N1CCC2CC1c1cc(-c3ccc(F)cc3)ccc12 (stereo not given)	nt	nt	-15%	-9%	nt	nt	nt	-8%	-22%
10	O=C(N/N=C/c1cc2c(cc1Br)OCO2)c1cc2ccccc2o1	-25%	-25%	-25%	-4%	40µM*	?	?	0%	1%
11	COC(=O)C1=C[C@@H](C(=O)OC)[C@@H]2C3=C(C(=O)[C@@]2(C)NC(=O)c2ccccc2)[C@H](C)[C@@H]2C(=O)N(c4ccccc4)C(=O)[C@@H]2[C@@H]3C1	nt	1%	-22%	nt	nt	-11%	nt	-10%	21%
12	CCOC(=O)C1CCCN(C(=O)CSc2ccccc2)C1 (stereo not given)	3%	3%	0%	-14%	8%[59 µM]	1%	0%	6%	-15%
13	Cc1cc(NC(c2ccc(Cl)cc2)c2ccc3cccnc3c2O)no1 (stereo not given)	45µM*	-2%	?	-14%	23%[59 µM]	-15%	4%	-13%	15%
14	Cc1ccc2nc(-c3ccc(C)o3)c(Nc3ccc4c(c3)OCCO4)n2c1	?	nt	?	3%	4.5µM*	-5%	5%	-12%	3%
15	O=C(Cn1ncc2c3ccccc3n(Cc3ccccc3)c2c1=O)NCc1ccccc1	1%	nt	-2%	-18%	3%[59 µM]	-4%	3%	-9%	33%[activator]
16	O=C1N=C(O)CN1/N=C/c1ccc(-c2ccc([N+](=O)[O-])cc2)o1	nt	10%&14%	-9%	-2%[57.1 µM]	?	nt	5%[57.1 µM]	-5%[60.1 µM]	2%[58.9 µM]
17	Cc1ccc(SCCC(=O)N(C)C)cc1	-2%	0%	-12%	4%	12%[59 µM]	3%	10%	-19%	-7%
18	O=C(c1cc2cc(F)ccc2[nH]1)N1CCN(c2ccc(F)cc2)CC1	0%	-7%	4%	-19%	-9%	-3%	7%	12%	-18%
19	COc1ccc(C(=O)OCC(=O)NCc2ccc3c(c2)OCO3)cc1[N+](=O)[O-]	-2%	0%	12%	-18%	22%[59 µM]	-2%	16%	-8%	15%
20	N#CCCN(CCC#N)c1nnc(-c2ccccc2)s1	7%	10%	4%	-13%	?	-3%	0%	1%	8%

Retrieved by compound from above (3):
cpd	SMILES	BAZ2B inh	APEX1 inh	JMJD2A Tudor inh	POLH inh	G9a block	BLM inh	POLB inh	Pol kappa inh	Pol iota inh
13	Cc1cc(NC(c2ccc(Cl)cc2)c2ccc3cccnc3c2O)no1 (stereo not given)	45µM*	-2%	?	-14%	23%[59 µM]	-15%	4%	-13%	15%
15	O=C(Cn1ncc2c3ccccc3n(Cc3ccccc3)c2c1=O)NCc1ccccc1	1%	nt	-2%	-18%	3%[59 µM]	-4%	3%	-9%	33%[activator]
5	CN(C(=O)c1cccc(Nc2ccc(-c3ccc4c(c3)OCCO4)nn2)c1)C1CCCCC1	-34%	1%	-35%	-20%	?	-6%	-24%	-14%	2%

Later entries
cpd	SMILES	BAZ2B inh	APEX1 inh	JMJD2A Tudor inh	POLH inh	G9a block	BLM inh	POLB inh	Pol kappa inh	Pol iota inh
21	CCOc1ccc2c(c1)-c1c(ssc1=S)C(C)(C)N2C	10µM*	-1%	11µM*	-16%	4µM*	-8%	-2%	-11%	-3%
22	O=C(C[C@H]1C/C=C\CC[C@H](Cc2ccc(F)cc2)C(=O)O[C@H](c2ccccc2)CNC1=O)N[C@H](CO)Cc1ccccc1	nt	-9%	-26%	-3%	nt	nt	nt	-18%	-7%
23	COc1ccc(NC(=O)/C(C#N)=C\c2ccc(-c3cc(C(=O)O)ccc3C)o2)cc1	56µM*	-36%	?	20µM*	25µM*	1%	22µM*	?	?
24	C/C=C(\C)CN1CCc2cc(OC)c(OC)cc2C1	-10%	2%	-6%	-6%	-32%[59 µM]	0%	-4%	0%	35%[activator]
25	O=C(Nc1ccc(-n2cnnn2)cc1)C1CCC1	66%[activator]	6%	-15%[57.1 µM]	-8%	24%	3%	-2%	-3%	10%
26	CCCCOC(=O)C1=C(C)Nc2ncnn2C1c1cccc(OC)c1 (stereo not given)	-7%	10%	-28%	-17%	6%[59 µM]	-3%	26%	-12%	71%[activator]
27	O=C(NC1CC1)c1ccc(CS(=O)(=O)c2c(Cl)cccc2Cl)o1	9%	4%	-2%	7%	-8%	1%	7%	-10%	11%
28	COC(=O)C1=C(C)N(C(C)c2ccccc2)C(=O)/C1=C\c1ccco1 (stereo not given)	20µM*	-5%	25µM*	0%	35µM*	-11%	-5%	-17%	?
29	Cc1ccc2c(cnn2C(=O)CCC(=O)NCc2ccccc2Cl)c1	8%	7%	-20%	2%	nt	-5%	1%	-14%	?
30	O=C1CC(c2ccco2)CC(O)=C1C=Nc1cc(Cl)ccc1O (stereo not given)	45µM*	7.1µM*	79µM*	35µM*	?	-23%	20µM*	?	?
31	Cc1ccc(NC(=O)c2cc(S(=O)(=O)N3CCCCCC3)ccc2F)cc1F	-7%	nt	-15%	-7%	10%[59 µM]	-2%	10%	-3%[60.1 µM]	19%
32	Cc1ccc(NC(=O)COC(=O)[C@H](C)NC(=O)c2ccccc2)cc1S(=O)(=O)N1CCOCC1	-10%	2%	-25%	-7%	?	0%	6%	-5%	-21%
33	COc1ccc(CNC(=O)C(c2ccco2)N(Cc2ccccc2)C(=O)Cc2cccs2)cc1 (stereo not given)	7%	-8%	-11%[11.4 µM]	-6%	4%[59 µM]	-1%	-21%	-7%	?
34	Cc1ccc(C)c(SCc2noc(C(=O)NCC3CCCO3)c2C(=O)O)c1 (stereo not given)	-30%	0%	-12%	-12%	31%[0.501 µM]	-2%	-11%	3%	16%
35	N#Cc1c[nH]n2c(NC3CCCCC3)c(-c3cccc(Cl)c3)nc12	-10%	nt	-3%	-1%	-11%[59 µM]	-6%	2%	1%	?
36	N#Cc1c(SCc2ccccc2)sc(C(=O)c2ccccc2)c1N	-1%	1%	-4%	?	11µM*	-6%	19%	-19%	10%
37	Cc1ccc(NC(=O)C2CCCN(C3=NS(=O)(=O)c4ccccc43)C2)c(O)c1 (stereo not given)	-4%	-16%	-32%	2%	14%[12.7 µM]	nt	nt	-9%	-13%

An excerpt of these results, with one line to a screen.
6) COc1ccc(C(=O)OC(C)C(=O)NCC2CCCCC2)cc1S(=O)(=O)N1CCOCC1 (stereo not given)
9) Cc1ccccc1C(=O)N1CCC2CC1c1cc(-c3ccc(F)cc3)ccc12 (stereo not given)
22) O=C(C[C@H]1C/C=C\CC[C@H](Cc2ccc(F)cc2)C(=O)O[C@H](c2ccccc2)CNC1=O)N[C@H](CO)Cc1ccccc1
5) CN(C(=O)c1cccc(Nc2ccc(-c3ccc4c(c3)OCCO4)nn2)c1)C1CCCCC1
10) O=C(N/N=C/c1cc2c(cc1Br)OCO2)c1cc2ccccc2o1
13) Cc1cc(NC(c2ccc(Cl)cc2)c2ccc3cccnc3c2O)no1 (stereo not given)
17) Cc1ccc(SCCC(=O)N(C)C)cc1

| Compound | 6 | 9 | 22 | 5 | 10 | 13 | 17 |
| --- | --- | --- | --- | --- | --- | --- | --- |
| BAZ2B inh | 3% | nt | nt | -34% | -25% | 45µM* | -2% |
| APEX1 inh | 15% | nt | -9% | 1% | -25% | -2% | 0% |
| JMJD2A Tudor inh | -9% | -15% | -26% | -35% | -25% | ? | -12% |
| POLH inh | -25% | -9% | -3% | -20% | -4% | -14% | 4% |
| G9a block | 26%[12.7 µM] | nt | nt | ? | 40µM* | 23%[59 µM] | 12%[59 µM] |
| BLM inh | nt | nt | nt | -6% | ? | -15% | 3% |
| POLB inh | nt | nt | nt | -24% | ? | 4% | 10% |
| Pol kappa inh | -6% | -8% | -18% | -14% | 0% | -13% | -19% |
| Pol iota inh | 32%[activator] | -22% | -7% | 2% | 1% | 15% | -7% |
